Screens: PubChem, National Center for Advancing Translational Sciences (NCATS)
Cycloheximide cs: affects cycloheximide protein synthesis inhibition readout, counter-screen | cell reporter, cycloheximide protein synthesis inhibition counterscreen | max response, % | hit rate 12% among 300,000 | AID 2314; in the data active = max response mostly above about 13%, no sharp cut-off; inactive = mostly below about 14%; also: read at 38.3 µM for the half of the compounds with a filed dose; 0% is about no effect
Pf growth 96h: P. falciparum growth inhibition at 96 hour, primary screen for plastid delayed-death inhibitors; P. falciparum luciferase reporter growth, 96 h; Potency, µM (top dose mostly 28.7 µM), for inactives: top-dose activity change, negative = inhibition, most hits filed as inhibitors; hit rate 6.9% among 320,000; AID 504834; also: potency is read from the fitted curve at half-maximal effect; % is scaled to controls: 0 for no effect and ±100 for the full control effect
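Plates of compound plus infected erythrocytes (2% hematocrit, 0.05% parasitemia final) incubate 96 hours, 37 C, 5% CO2. Detection reagent added; reduced luminescence from the parasites' luciferase reporter flags inhibition.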
Tb PYK inh: inhibitors of Trypanosoma brucei pyruvate kinase; Q57TT1; TbPYK enzyme, Kinase-Glo Plus ATP luminescence, 45 min; Potency, µM (highest dose often 76.8 µM), inactives show top-dose activity, negative = inhibition, usual class: inhibitors; hit rate 0.12% among 410,000; also: potency is read from the fitted curve at half-maximal effect; % is scaled to controls: 0 for no effect and ±100 for the full control effect; nearly all actives have a fitted effect of over 50% in size
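In this concentration-response screen, enzyme-free wells defined baseline while DMSO plates tracked drift. Each reaction combined TbPYK, substrate, compound and 130 uM ADP for 45 min at room temperature. Kinase-Glo Plus luminescence gave the signal.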
LmPK inhibitor: blocks Leishmania mexicana pyruvate kinase activity | Q27686 | purified LmPK, Kinase-Glo ATP luminescence, 1 h | Potency, µM (top dose mostly 57.5 µM), without a hit: top-dose activity change, negative = inhibition, usual class: inhibitors | hit rate 0.37% among 290,000; also: potency is read from the fitted curve at half-maximal effect; % is scaled to controls: 0 for no effect and ±100 for the full control effect
Target sequence (Q27686 whole entry, looked up): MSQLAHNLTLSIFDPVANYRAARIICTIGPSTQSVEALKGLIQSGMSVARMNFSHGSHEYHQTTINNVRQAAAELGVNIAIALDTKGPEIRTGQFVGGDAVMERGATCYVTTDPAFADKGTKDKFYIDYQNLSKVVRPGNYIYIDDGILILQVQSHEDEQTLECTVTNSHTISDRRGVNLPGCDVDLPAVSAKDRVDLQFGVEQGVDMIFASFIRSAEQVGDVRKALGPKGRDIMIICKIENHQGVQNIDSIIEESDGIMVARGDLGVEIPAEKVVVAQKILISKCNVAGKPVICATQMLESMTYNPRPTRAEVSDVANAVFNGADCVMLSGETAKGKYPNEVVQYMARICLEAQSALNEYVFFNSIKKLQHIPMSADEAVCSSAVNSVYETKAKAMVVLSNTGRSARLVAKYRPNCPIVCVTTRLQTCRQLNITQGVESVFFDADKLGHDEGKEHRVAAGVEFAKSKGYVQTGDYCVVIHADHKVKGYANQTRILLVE
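Purified LmPK (0.1 nM) with 0.5 mM PEP and 0.1 mM ADP in imidazole buffer pH 7.2 with MgCl2/KCl, 1 h at room temperature. ATP formed was read by luciferase luminescence and normalized to no-enzyme and uninhibited controls.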
Shiga inhibitor: inhibitors of Shiga toxin in Vero cells; Vero cells, Shiga toxin protein synthesis inhibition reporter; inhibition, % at 38.7 µM; hit rate 9.2% among 290,000; AID 2315; in the data active = inhibition mostly above about 28%, no sharp cut-off; inactive = mostly below about 43%; also: 0% is about no effect
HCV inh: blocks hepatitis C virus; hit rate 3.4% among 340,000; Potency, µM (series often up to 41.8 µM), for the others: top-dose activity change, negative = inhibition, hits mostly inhibitors; Huh7.5.1 HCVcc-Cre infection, luciferase reporter, 44 h; also: potency is read from the fitted curve at half-maximal effect; % is scaled to controls: 0 for no effect and ±100 for the full control effect
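Cells seeded at 1,000/well and cultured 4 h, then compounds added followed by HCVcc-Cre virus (~0.5 moi). After 44 h further culture, luciferase substrate was added, plates held 15 min at room temperature, and luminescence read for 15 sec.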
Pf growth 48h: P. falciparum growth inhibition at 48 hours (one generation); AID 504832; Potency, µM (titrated, usually from 28.7 µM), without a hit: at the top dose activity change, negative = inhibition, most hits filed as inhibitors; hit rate 5.9% among 310,000; P. falciparum luciferase growth in erythrocytes, 48 h; also: potency is read from the fitted curve at half-maximal effect; % is scaled to controls: 0 for no effect and ±100 for the full control effect
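Parasite viability was followed by luminescence of a genomically integrated firefly luciferase. Cultures held 0.1% parasitemia at 2% hematocrit (final), incubated under 5% CO2 at 37 C.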
Starred values were filed as active, the others as inactive; ? = inconclusive; · = no result given; [ ] = remark or other dose. Unless noted, calls follow the shape of the dose curve; as a rule, active = well fitted curve in the direction sought with a large enough effect; inconclusive = small, poorly fitted or top-dose-only effect, or another doubt; inactive = no such curve, though single readings can be large; an effect the other way counts as inactive or inconclusive.

SMILES | Cycloheximide cs | Pf growth 96h | Tb PYK inh | LmPK inhibitor | Shiga inhibitor | HCV inh | Pf growth 48h
S=C(Nc1ccccc1)Nc1ccc(OCc2ccccc2)cc1 | 1 | -5% | · | 1% | 12 | -18% | 42%[activator]
COc1cccc(OCCNC(=O)c2ccc(C)cc2)c1 | 27* | 33%[activator] | 0% | 5% | 40* | 2% | 29%
CCS(=O)(=O)NCCNc1ccc([N+](=O)[O-])cc1 | 0 | 12µM* | -1% | 1% | -18 | 1% | -2%
N=C1S/C(=C\c2ccco2)C(=O)N1c1ccc2c(c1)OCO2 | 33* | ? | 3% | -1% | 74* | ? | ?
COc1ccccc1N1CCN(C(c2cccs2)c2nnnn2C2CCCC2)CC1 (configuration not stated) | -1 | 137%[activator] | -3% | 3% | -12 | ? | 13µM*
CC(=O)Cn1ncc(Br)c(Br)c1=O | 0 | -8% | 2% | 0% | -16 | ? | ?
COCCSc1nnc(NC(=O)C2CCN(C(=O)c3ccco3)CC2)s1 | -6 | -15% | 2% | 0% | -4 | 9% | ?
Oc1c(C=C2N=c3ccccc3=N2)sc(=S)n1-c1ccccc1 | 5 | 70%[activator] | -1% | 1% | -3 | 7% | 16%
COc1ccc(S(=O)(=O)N2CCCCCC2)cc1NC(=O)c1ccccc1 | 2 | ? | -13% | -7% | 2 | 13% | 2%
CC1=C(C(=O)NCc2ccccn2)C2(CCC(C)CC2)OC1=O (configuration not stated) | -3 | -29% | -12% | -2% | -2 | 26% | ?
COc1ccc(OC)c(NC(=O)C2CCN(S(C)(=O)=O)CC2)c1 | -2 | 33%[activator] | 1% | -1% | -12 | 0% | 7%
COc1ccccc1C(=O)N1CC(=O)Nc2ccc(C)cc2C1c1ccc(F)cc1 (configuration not stated) | -2 | -16% | 0% | 3% | -2 | 1% | ?
CN(C)C1=NC[C@H](Cc2ccccc2)N1CCC1CCCC1 | · | ? | 2% | · | · | ? | 10µM*
CC(C)=CC(=O)OCC(=O)Nc1ccc(Cl)cn1 | 19* | · | 0% | -4% | 13 | 20% | 31%[activator]
Cc1ccc(S(=O)c2ccc(C)cc2)cc1 | -2 | -12% | 11% | 0% | 23 | -1% | 12%
CCCCC(=O)N1CCCC(C)C1 (configuration not stated) | 43 | 1% | -11% | 1% | 86 | 14% | 0%
Cc1ccc2c(CN(C)Cc3cccc(F)c3)cc(=O)oc2c1 | 30* | 82%[activator] | 0% | 2% | 88* | -13% | 100%[activator]
CCN(CC)CCOC(=O)C(Cc1cccc2ccccc12)CC1CCCO1 (configuration not stated) | -2 | 8% | 6% | -1% | -6 | -9% | 6%[0.00184 µM]
N#Cc1c(SCC(=O)Nc2nc3ccc(Br)cc3s2)sc2c(O)cc(=O)[nH]c12 | -4 | 8% | -13% | -2% | -2 | 8% | ?
COCCNC(=O)C(=O)NCC(c1ccc2c(c1)OCO2)N1CCN(c2ccc(F)cc2)CC1 (configuration not stated) | -5 | 5% | 1% | 0% | -3 | -6% | ?
COc1cc(Cl)ccc1OCc1cc(C(=O)N(C)C2CCOC2)no1 (configuration not stated) | 37* | ? | -5% | -12% | 60* | 3% | 9%
COc1ccc(NC(=O)C(=O)Nc2cccc3ccccc23)c(OC)c1 | -1 | -27% | -3% | 0% | 9 | ? | 1%
CC1CCCN(C(=O)NC2CC(=O)N(c3ccc4c(c3)OCCO4)C2)C1 (configuration not stated) | · | 6% | 0% | · | · | 23% | ?
Cc1ccc(C(=S)N2CCN(Cc3ccccc3)CC2)s1 | 16 | 61%[activator] | ? | -2% | 34 | -28% | 42%[activator]
CC(=O)Nc1ccc(CN2CCCC(C(=O)c3cccc(C(F)(F)F)c3)C2)cc1 (configuration not stated) | 10 | 31%[activator] | 4% | -1% | 7 | ? | -21%
O=C(NCCCN1CCCC1=O)C1CCN(S(=O)(=O)c2cccc(Cl)c2Cl)CC1 | · | ? | 1% | · | · | 6% | ?
COc1ccc(S(=O)(=O)N2CCOCC2)cc1NC(=O)c1cc2c(s1)CCCC2 | 7 | 0% | -5% | 4% | 14 | 5% | -6%
COc1cccc(NC(=S)NCc2cccs2)c1 | 3 | 313%[activator] | 1% | 2% | 43* | -15% | 40%[activator]
Cc1ccc(OCC(=O)N(C)CC(=O)Nc2ccccc2Cl)c([N+](=O)[O-])n1 | · | -30% | 1% | · | · | -2% | -1%
Cc1cccc(NC(=O)CN2C(=O)S/C(=C\c3ccc(O)c([N+](=O)[O-])c3)C2=O)c1 | -2 | 21% | -7% | -6% | 2 | -2% | ?
CCCP(=O)(CCC)CCP(=O)(c1ccccc1)c1ccccc1 | 1 | 44%[activator] | 5% | 0% | -1 | 34%[activator] | -1%
CCN(CC)CCCNC(=O)c1oc2ccc3c(c2c1C)C(O)CC(C)(C)O3 (configuration not stated) | 0 | 29% | 1% | 0% | -4 | 13% | -12%
O=C(Nc1ccccc1)OC1CCS(=O)(=O)C1 (configuration not stated) | -3 | -30% | 2% | 0% | -13 | -14% | -11%
Cc1cc2nsnc2c(S(=O)(=O)N2CCN(C)CC2)c1C | -4 | 6% | -2% | 1% | -7 | -1% | -6%
Cc1ccc(O)c(C(=O)c2cnc3c(c2)CN(C)C(=O)N3)c1 | 2 | · | -2% | 5% | -9 | ? | ?
COc1ccc(CC(=O)OCC(=O)N2CCCC(C)C2)cc1 (configuration not stated) | 0 | 19% | 1% | 0% | 15 | 18% | 28%
CSc1nc2c(ccc3ccccc32)o1 | 8 | 4% | 2% | -3% | 43 | 5% | 8%
COc1ccc(-c2csc(NC(=O)CS(=O)(=O)c3ccccc3)n2)cc1 | · | ? | 8% | · | · | ? | ?
CCCCNC(=O)CCNC(=O)c1ccc(C(C)(C)C)cc1 | 5 | -22% | 0% | -5% | -15 | 14% | ·
CCC(=O)c1ccc(OCc2ccc(C#N)cc2)cc1 | 28* | 332%[activator] | 3% | 0% | 77 | 11% | 117%[activator]
CCOC(=O)c1[nH]c(C)c(C(=O)OCC(=O)NC2CCS(=O)(=O)C2)c1C (configuration not stated) | -4 | 3% | 3% | -1% | -2 | -8% | 19%
Cc1cc(C(F)(F)F)nn1CC(=O)Nc1ccc(Br)c2cccnc12 | -2 | ? | -3% | 2% | -4 | -7% | ?
Cc1ccc(NC(=O)N2CCN(C(=O)C3CCCO3)CC2)cc1 (configuration not stated) | -1 | 19% | 2% | -2% | 4 | 17% | 2%
Cc1ccc(C)n1-c1ccc(C(=O)O)cc1 | 6 | -15% | · | 15% | 18 | · | ·
N#Cc1cc(Oc2cccc3cccnc23)c(-n2nnc3ccccc32)cc1C#N | -11 | -2% | -16% | 3% | -45 | ? | 1.9µM*
CN(C)CCNC(=O)c1cccn(Cc2cccc(C(F)(F)F)c2)c1=O | -2 | -2% | -24% | -2% | -5 | 9% | -15%
CCN(c1cc(C)cc(C)c1)S(=O)(=O)c1nnc(NC(=O)C(C)C)s1 | -2 | ? | 15% | -3% | -7 | -9% | ?
S=C(Nc1cccc2ccccc12)N1CCN(c2ncccn2)CC1 | 24* | ? | 4% | 3% | 44 | 0% | 58%[activator]
CCCN1C(=O)C(O)(C2COC(C)(C)CC2=O)c2ccccc21 (configuration not stated) | -5 | -20% | 3% | -5% | -5 | 26% | 12%
COc1ccc(NC(=O)/C(=C\c2ccc(OC)c(OC)c2)NC(=O)c2ccco2)cc1 | 2 | 50%[activator] | 1% | -10% | -18 | -11% | ?
Cc1nc(=O)c(-c2ccccc2)c(C)n1-c1ccc(S(N)(=O)=O)cc1 | 7 | · | -2% | -9% | -13 | 16% | 3%
C/C(=N\NC(=O)c1c(Cl)cnn1C)c1ccc(NC(=O)c2ccncc2)cc1 | 16* | -27% | 3% | -3% | 16 | ? | -13%
O=C(c1ccc(S(=O)(=O)N2CCC(c3nc4ccccc4[nH]3)CC2)cc1)N1CCOCC1 | 1 | ? | ? | 3% | -6 | · | ?
Nc1nc(SCc2c(Cl)cccc2Cl)n[nH]1 | -2 | 1.3µM* | 0% | 12% | -8 | 11% | ·
CCOc1ccc(-c2cc(CCCC(=O)N3CCN(c4ccc(OC)cc4)CC3)no2)cc1 | 3 | -19% | 5% | 3% | 25 | ? | ?
CC1=C(C(=O)OC(C)C)C(c2ccc3c(c2)OCO3)NC(=O)N1 (configuration not stated) | -1 | ? | -3% | 3% | -4 | 10% | 16%
COc1ccc(C(=O)N(Cc2nc(-c3ccc(C)cc3)no2)C2CCCCC2)cc1OC | 12 | · | -1% | 4% | -8 | ? | ?
Cc1ccc(-n2c(C)nc3c(cnn3-c3ccccc3Cl)c2=O)cc1C | 3 | 3.7µM* | -15% | 8% | -3 | -2% | ·
CCN(CC(=O)Nc1c(F)cccc1F)C(=O)c1cc([N+](=O)[O-])ccc1N1CCCCC1 | · | 4% | 0% | · | · | ? | ?
CC1CCCCN1CC(O)c1c[nH]c2ccccc12 (configuration not stated) | -5 | ? | -2% | 1% | -4 | -14% | ?
Additional structures:
SMILES | Cycloheximide cs | Pf growth 96h | Tb PYK inh | LmPK inhibitor | Shiga inhibitor | HCV inh | Pf growth 48h
COc1ccccc1N1CCN(C(=O)C(=O)c2cn(CC(=O)N3CCCC3)c3ccccc23)CC1 | -1 | 9.3µM* | 5% | 12% | -14 | -4% | ?
O=C(CN1C(=O)S/C(=C\c2cccs2)C1=O)Nc1ccc(O)cc1C(=O)O | 2 | ? | ? | -12% | 16 | 4% | 37%[activator]
CCOC(=O)CN1CC23C=CC(O2)C(C(=O)NCc2ccccc2OC)C3C1=O (configuration not stated) | -5 | -21% | -3% | 6% | -2 | 8% | 5%
CCC(C)NC(=O)C1c2ccccc2C(=O)N1Cc1ccc(F)cc1 (configuration not stated) | 13 | -15% | -1% | -2% | -3 | 30%[activator] | ·
COc1cc(C(CC(=O)Nc2ccccn2)N2Cc3ccccc3C2=O)cc(OC)c1OC (configuration not stated) | -2 | ? | 3% | -1% | 16 | -10% | ?
CCc1nnc(NC(=O)C2=CCN(S(=O)(=O)c3ccc(F)cc3)CC2)s1 | 3 | ? | 5% | 2% | -7 | -1% | 114%[activator]
O=C(Nc1nc2ccc(SC(F)F)cc2s1)c1ccc(NS(=O)(=O)c2ccc(F)c(F)c2)cc1 | 41* | ? | -4% | 0% | 79* | ? | 13%
O=C1c2ccccc2C(=O)N1OCc1cccc(Cl)c1 | 6 | · | -5% | 3% | -15 | 13% | 10%

A different layout for part of the listing above.
Order of results – Cycloheximide cs | Pf growth 96h | Tb PYK inh | LmPK inhibitor | Shiga inhibitor | HCV inh | Pf growth 48h
CCc1nnc(NC(=O)C2=CCN(S(=O)(=O)c3ccc(F)cc3)CC2)s1
→ 3 | ? | 5% | 2% | -7 | -1% | 114%[activator]
O=C(Nc1nc2ccc(SC(F)F)cc2s1)c1ccc(NS(=O)(=O)c2ccc(F)c(F)c2)cc1
→ 41* | ? | -4% | 0% | 79* | ? | 13%

Another view of some results above.
smiles,Cycloheximide cs,Pf growth 96h,Tb PYK inh,LmPK inhibitor,Shiga inhibitor,HCV inh,Pf growth 48h
CCOC(=O)CN1CC23C=CC(O2)C(C(=O)NCc2ccccc2OC)C3C1=O (configuration not stated),-5,-21%,-3%,6%,-2,8%,5%
CCC(C)NC(=O)C1c2ccccc2C(=O)N1Cc1ccc(F)cc1 (configuration not stated),13,-15%,-1%,-2%,-3,30%[activator],·
